Assay outcomes from PubChem.
TcdB GH inh: TcdB glycohydrolase inhibitors, primary screen, biochemical, single point, plate reader; Toxin B (Clostridioides difficile), P18177; TcdB glycohydrolase enzymatic assay; inhibition, % at 9.99 µM; actives 0.24% (n = 350,000); in the data active means inhibition above about 10%
Target sequence (P18177 whole entry, looked up): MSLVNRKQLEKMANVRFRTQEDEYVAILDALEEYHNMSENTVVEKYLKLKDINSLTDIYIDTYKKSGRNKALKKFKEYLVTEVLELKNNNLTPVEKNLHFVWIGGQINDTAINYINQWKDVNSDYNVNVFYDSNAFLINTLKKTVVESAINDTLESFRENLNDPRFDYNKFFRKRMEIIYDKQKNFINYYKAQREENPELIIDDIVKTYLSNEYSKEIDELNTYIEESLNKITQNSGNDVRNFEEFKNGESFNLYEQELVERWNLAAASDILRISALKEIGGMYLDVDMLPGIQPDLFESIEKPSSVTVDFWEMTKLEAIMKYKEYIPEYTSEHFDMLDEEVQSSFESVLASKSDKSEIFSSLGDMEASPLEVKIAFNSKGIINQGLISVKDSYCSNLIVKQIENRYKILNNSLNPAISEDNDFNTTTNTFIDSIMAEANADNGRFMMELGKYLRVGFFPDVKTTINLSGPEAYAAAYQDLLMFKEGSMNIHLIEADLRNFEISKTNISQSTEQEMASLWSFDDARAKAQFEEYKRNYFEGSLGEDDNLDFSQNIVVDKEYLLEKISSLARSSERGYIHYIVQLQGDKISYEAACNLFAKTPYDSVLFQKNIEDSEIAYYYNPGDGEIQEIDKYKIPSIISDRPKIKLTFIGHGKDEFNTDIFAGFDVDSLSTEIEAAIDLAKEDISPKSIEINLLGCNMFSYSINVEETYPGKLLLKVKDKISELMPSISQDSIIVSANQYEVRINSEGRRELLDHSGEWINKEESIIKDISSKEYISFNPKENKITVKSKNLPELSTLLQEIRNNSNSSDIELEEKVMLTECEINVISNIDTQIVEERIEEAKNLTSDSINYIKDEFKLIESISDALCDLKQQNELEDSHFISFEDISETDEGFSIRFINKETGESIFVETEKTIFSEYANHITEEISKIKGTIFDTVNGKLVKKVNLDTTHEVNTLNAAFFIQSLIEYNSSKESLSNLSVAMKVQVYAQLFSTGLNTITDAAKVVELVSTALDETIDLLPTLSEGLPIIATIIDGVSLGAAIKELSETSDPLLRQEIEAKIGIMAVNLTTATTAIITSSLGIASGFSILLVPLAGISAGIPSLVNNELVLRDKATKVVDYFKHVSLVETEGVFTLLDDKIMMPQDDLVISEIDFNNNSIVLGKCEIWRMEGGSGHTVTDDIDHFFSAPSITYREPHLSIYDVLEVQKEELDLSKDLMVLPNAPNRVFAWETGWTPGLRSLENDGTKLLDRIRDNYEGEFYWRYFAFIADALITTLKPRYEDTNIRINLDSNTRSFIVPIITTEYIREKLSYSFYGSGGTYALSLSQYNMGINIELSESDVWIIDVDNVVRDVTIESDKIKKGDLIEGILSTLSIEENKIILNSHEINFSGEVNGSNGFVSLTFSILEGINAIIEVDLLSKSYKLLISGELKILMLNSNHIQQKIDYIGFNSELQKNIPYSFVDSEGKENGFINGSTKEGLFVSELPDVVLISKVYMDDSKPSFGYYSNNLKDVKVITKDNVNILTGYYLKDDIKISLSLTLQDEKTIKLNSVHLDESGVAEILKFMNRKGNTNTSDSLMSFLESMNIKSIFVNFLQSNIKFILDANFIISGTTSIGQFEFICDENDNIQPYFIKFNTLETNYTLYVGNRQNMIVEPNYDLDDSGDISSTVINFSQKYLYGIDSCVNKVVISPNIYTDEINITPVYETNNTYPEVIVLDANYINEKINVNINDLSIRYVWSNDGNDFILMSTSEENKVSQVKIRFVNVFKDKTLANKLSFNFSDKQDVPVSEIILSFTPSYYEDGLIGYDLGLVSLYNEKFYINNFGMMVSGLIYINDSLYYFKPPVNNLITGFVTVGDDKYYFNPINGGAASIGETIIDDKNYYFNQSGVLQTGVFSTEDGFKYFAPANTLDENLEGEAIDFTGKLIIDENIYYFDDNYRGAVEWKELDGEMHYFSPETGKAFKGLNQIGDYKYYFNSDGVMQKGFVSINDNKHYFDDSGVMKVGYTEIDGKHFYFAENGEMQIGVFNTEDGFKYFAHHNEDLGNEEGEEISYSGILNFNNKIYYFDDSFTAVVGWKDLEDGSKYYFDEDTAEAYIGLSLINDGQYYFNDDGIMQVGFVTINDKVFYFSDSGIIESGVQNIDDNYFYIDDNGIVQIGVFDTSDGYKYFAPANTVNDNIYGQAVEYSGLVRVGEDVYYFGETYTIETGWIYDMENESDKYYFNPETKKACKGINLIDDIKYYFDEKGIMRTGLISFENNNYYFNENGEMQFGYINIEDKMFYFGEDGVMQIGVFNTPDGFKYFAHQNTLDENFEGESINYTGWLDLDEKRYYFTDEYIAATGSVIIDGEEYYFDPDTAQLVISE
Mtb BioA inh: M. tuberculosis BioA enzyme inhibitors, primary screen, biochemical, plate reader, single point, HTS. 7,8-diaminopelargonic acid synthase BioA (Mycobacterium tuberculosis). actives 0.096% (n = 360,000). AID 602481, 2012. purified M. tuberculosis BioA enzyme. inhibition, % at 9.99 µM; in the data active means inhibition above about 40%
* marks the source's active call; other numbers are inactive results.

SMILES	TcdB GH inh	Mtb BioA inh
COc1ccc(S(=O)(=O)Nc2cccc3c2O[C@H](CN(C)S(=O)(=O)c2cccs2)[C@H](C)CN([C@@H](C)CO)C3=O)cc1	-1.0	-0.3
CN(C)C(=O)c1cccc(-c2ccc([C@@H]3[C@H](CO)N4CCCCN(S(C)(=O)=O)C[C@@H]34)cc2)c1	-1.3	-2.3
C[C@H](CO)N1C[C@H](C)[C@@H](CN(C)C(=O)NC2CCCCC2)OCCCC[C@H](C)Oc2ccc(NS(=O)(=O)c3ccc(F)cc3)cc2C1=O	0.3	0.1
COc1cccc(-c2cnc3c(c2)C(=O)N([C@@H](C)CO)C[C@@H](C)[C@@H](CN(C)C(=O)CC2CC2)O3)c1	1.8	-0.2
CC(C)CC#Cc1cnc2c(c1)C(=O)N([C@@H](C)CO)C[C@H](C)[C@@H](CN(C)S(=O)(=O)c1cccs1)O2	-0.5	-1.3
COc1ccc(NC(=O)N[C@H]2CC[C@H](CCNC(=O)Cc3ccncc3)O[C@H]2CO)cc1	0.1	-1.4
COc1ccc(NC(=O)N(C)C[C@@H]2Oc3ncc(-c4ccc(C#N)cc4)cc3C(=O)N([C@@H](C)CO)C[C@H]2C)cc1	-0.9	1.3
C[C@H](CO)N1C[C@H](C)[C@@H](CN(C)C(=O)CC2CC2)Oc2ncc(C#CCC3CCCC3)cc2C1=O	-1.3	-1.4
Cc1ccc(S(=O)(=O)N2C[C@@H](O)COC[C@H]3O[C@@H](CC(=O)N[C@@H]4CCN(Cc5ccccc5)C4)CC[C@@H]32)cc1	0.0	2.0
C[C@H](CO)N1C[C@H](C)[C@@H](CN(C)S(=O)(=O)c2ccccc2F)Oc2ncc(C#Cc3ccncc3)cc2C1=O	1.5	2.8
C[C@H]1CN([C@@H](C)CO)C(=O)Cc2cc(NC(=O)Nc3cccc4ccccc34)ccc2O[C@@H]1CN(C)Cc1ccc(-c2ccccc2)cc1	-3.5	-3.7
COc1ccc(S(=O)(=O)Nc2ccc3c(c2)CC(=O)N([C@@H](C)CO)C[C@@H](C)[C@@H](CN(C)C(=O)Nc2c(C)noc2C)O3)cc1	0.3	-0.4
N#C[C@H]1[C@H](c2ccc(-c3ccccc3F)cc2)[C@@H](CO)N1C(=O)C1CC1	0.4	19
Cc1ccc(S(=O)(=O)N(C)C[C@H]2OCCCC[C@@H](C)Oc3ccc(NS(=O)(=O)c4c(C)noc4C)cc3C(=O)N([C@H](C)CO)C[C@H]2C)cc1	0.2	-3.5
CC(C)NC(=O)Nc1ccc2c(c1)CC(=O)N([C@@H](C)CO)C[C@H](C)[C@H](CN(C)Cc1ccc(C(=O)O)cc1)O2	0.5	2.1
O=C(C[C@@H]1C=C[C@@H](NC(=O)Nc2ccc3c(c2)OCO3)[C@H](CO)O1)NCCCN1CCOCC1	-2.4	-2.9
O=C(C[C@H]1CC[C@@H]2[C@H](COC[C@@H](O)CN2C(=O)c2ccncc2)O1)Nc1ccc(-c2ccccc2)cc1	0.1	0.3
CO[C@H](CN(C)C(=O)c1cnccn1)[C@H](C)CN([C@@H](C)CO)S(=O)(=O)c1ccc(C)cc1	0.8	0.8
Cc1noc(C)c1S(=O)(=O)Nc1ccc2c(c1)C(=O)N([C@H](C)CO)C[C@@H](C)[C@H](CN(C)Cc1ccc(C(=O)Nc3ccccc3N)cc1)O2	-1.0	1.3
Cc1ccc(S(=O)(=O)N(C)C[C@@H]2OCCCC[C@H](C)Oc3ccc(NC(=O)NC4CCCCC4)cc3C(=O)N([C@H](C)CO)C[C@@H]2C)cc1	0.5	18
NCC[C@@H]1CC[C@@H](NS(=O)(=O)c2ccc(Cl)cc2)[C@H](CO)O1	0.1	-1.8
C[C@H]1CN([C@@H](C)CO)C(=O)c2cc(NC(=O)Nc3ccc(F)cc3)ccc2O[C@@H]1CN(C)Cc1ccc(C(F)(F)F)cc1	-0.1	5.7
C[C@@H]1CN([C@H](C)CO)C(=O)Cc2cc(N(C)C)ccc2O[C@H]1CN(C)S(=O)(=O)c1ccc(F)cc1	-8.5	0.2
COc1ccc(CN(C)C[C@H]2OCCCC[C@H](C)Oc3ccc(NC(=O)Nc4c(C)noc4C)cc3C(=O)N([C@@H](C)CO)C[C@H]2C)cc1	-0.7	3.5
CC(=O)N(C)C[C@@H]1Oc2ncc(-c3cccc(F)c3)cc2C(=O)N([C@@H](C)CO)C[C@H]1C	0.4	-0.4
C/C=C/c1ccc2c(c1)O[C@H](CN(C)C(=O)Nc1ccc(F)cc1)[C@H](C)CN([C@@H](C)CO)S2(=O)=O	0.3	0.2
COc1ccc(NC(=O)N(C)C[C@H]2Oc3ccc(NC(=O)Nc4cccc5ccccc45)cc3CC(=O)N([C@H](C)CO)C[C@H]2C)cc1	0.4	-5.5
C[C@@H]1CN([C@H](C)CO)C(=O)c2cc(NC(=O)Cc3cn(C)c4ccccc34)ccc2O[C@@H]1CN(C)Cc1ccc(Cl)c(Cl)c1	-0.7	-3.1
C[C@H](CO)N1C[C@H](C)[C@H](CN(C)Cc2cccnc2)OCc2ccccc2-c2c(n(C)c3ccccc23)C1=O	-2.3	2.0
C[C@@H]1CN([C@@H](C)CO)C(=O)c2c(c3ccccc3n2C)-c2ccccc2CO[C@@H]1CN(C)S(=O)(=O)c1ccc(F)cc1	1.2	-1.7
C[C@@H]1CN([C@H](C)CO)C(=O)c2cc(Br)cnc2O[C@@H]1CN(C)S(=O)(=O)c1ccc(F)cc1	-1.2	-0.3
COc1ccc(NC(=O)Nc2ccc3c(c2)C(=O)N([C@H](C)CO)C[C@H](C)[C@@H](CN(C)S(=O)(=O)c2ccc(Cl)cc2)O3)cc1	0.6	-7.3
COc1ccc(NC(=O)Nc2ccc3c(c2)C(=O)N([C@@H](C)CO)C[C@@H](C)[C@H](CN(C)Cc2ccc4c(c2)OCO4)OCCCC[C@@H](C)O3)cc1	0.4	2.2
CC(C)NC(=O)N(C)C[C@H]1Oc2c(NC(=O)c3ccc(-c4nccs4)cc3)cccc2C(=O)N([C@@H](C)CO)C[C@@H]1C	0.0	-1.2
O=C(C[C@@H]1C[C@@H]2c3cc(NC(=O)C4CCC4)ccc3O[C@@H]2[C@H](CO)O1)NCc1ccc2c(c1)OCO2	0.7	-1.2
COc1ccc(S(=O)(=O)N(C)C[C@@H]2Oc3c(NC(=O)C4CCOCC4)cccc3C(=O)N([C@H](C)CO)C[C@@H]2C)cc1	1.8	-0.2
Cc1ccc(S(=O)(=O)Nc2ccc3c(c2)C(=O)N([C@H](C)CO)C[C@@H](C)[C@H](CN(C)C)O3)cc1	0.9	-3.9
CC(C)NC(=O)N(C)C[C@@H]1Oc2ncc(C#CC3CCCC3)cc2C(=O)N([C@@H](C)CO)C[C@H]1C	-1.8	-0.9
O=C(N[C@@H]1CC[C@@H](CC(=O)N2CCCCC2)O[C@H]1CO)c1ccc2c(c1)OCO2	0.2	-1.1
C[C@@H]1CN([C@H](C)CO)S(=O)(=O)c2ccc(C3=CCCC3)cc2O[C@@H]1CN(C)C(=O)Nc1ccc2c(c1)OCO2	-2.6	-1.7
O=C(C[C@H]1CC[C@H]2[C@@H](COC[C@H](O)CN2CC2CC2)O1)NCc1ccc(Cl)cc1	-2.3	0.1
O=C(CN1CCOCC1)N[C@H]1CC[C@H](CCNC(=O)C2CCCCC2)O[C@@H]1CO	0.2	-0.3
CCNC(=O)C[C@@H]1CC[C@H]2[C@H](COc3ccc(NC(=O)NC(C)C)cc3C(=O)N2C)O1	-0.8	-0.9
CO[C@@H]1CN(C)C(=O)c2ccc(NC(=O)c3ccccc3)cc2OC[C@@H](C)N(CC2CC2)C[C@H]1C	0.3	-0.7
C[C@H]1CN([C@@H](C)CO)C(=O)c2cccc(NC(=O)C3CCOCC3)c2O[C@H]1CN(C)C(=O)NC1CCCCC1	-0.3	-0.2
CN1C(=O)c2cc(NS(=O)(=O)c3ccc(F)cc3)ccc2OC[C@H]2O[C@H](CC(=O)NCC(F)(F)F)CC[C@H]21	0.5	-0.6
COc1ccc(CN(C)C[C@H]2Oc3ccc(NC(=O)Cc4cn(C)c5ccccc45)cc3C(=O)N([C@H](C)CO)C[C@@H]2C)cc1	-0.5	2.4
CN(C)CCCNC(=O)C[C@@H]1CC[C@@H]2[C@H](COc3ccc(NC(=O)c4cccc(F)c4)cc3C(=O)N2C)O1	1.1	7.6
C[C@@H]1CN([C@@H](C)CO)C(=O)c2cc(NC(=O)CCN3CCOCC3)ccc2O[C@H]1CN(C)C(=O)Nc1ccccc1	-2.8	0.3
CCCNC(=O)N1C[C@@H]2[C@H](c3ccccc31)[C@H](CO)N2C(=O)Nc1ccccc1	0.1	2.1
COc1ccccc1-c1cn(CC[C@H]2CC[C@H](NS(=O)(=O)c3ccccc3C)[C@H](CO)O2)nn1	-4.4	1.6
COc1cccc(-c2ccc3c(c2)O[C@@H](CN(C)Cc2cncnc2)[C@H](C)CN([C@@H](C)CO)S3(=O)=O)c1	0.4	4.3
COc1ccc(NC(=O)Nc2ccc3c(c2)C(=O)N([C@@H](C)CO)C[C@@H](C)[C@@H](CN(C)C(=O)Nc2ccccc2)OCCCC[C@@H](C)O3)cc1	-0.3	-4.6
C[C@@H]1CCCCO[C@H](CN(C)S(C)(=O)=O)[C@@H](C)CN([C@H](C)CO)C(=O)c2cc(NC(=O)Cc3ccccc3)ccc2O1	0.0	0.1
CNC[C@@H]1OCCCC[C@@H](C)Oc2ccc(N)cc2C(=O)N([C@H](C)CO)C[C@H]1C	-2.3	-2.5
Cc1noc(C)c1S(=O)(=O)Nc1ccc2c(c1)C(=O)N([C@@H](C)CO)C[C@H](C)[C@H](CN(C)C(=O)CCC(F)(F)F)OCCCC[C@H](C)O2	-0.8	-0.9
COc1ccc(-c2cnc3c(c2)C(=O)N([C@H](C)CO)C[C@H](C)[C@H](CN(C)C(=O)Cc2ccccc2)O3)cc1	0.7	-0.4
C[C@@H]1CN([C@@H](C)CO)C(=O)c2cc(-c3cccc(C(=O)N(C)C)c3)cnc2O[C@@H]1CN(C)S(=O)(=O)c1ccc(F)cc1	0.9	0.0
CN(C)CC(=O)N1[C@H](C#N)[C@H](c2ccc(C#CC3CCCCC3)cc2)[C@@H]1CO	-0.7	0.5
COc1ccc(NC(=O)N2C[C@H](O)COC[C@@H]3O[C@@H](CC(=O)N4CCOCC4)CC[C@H]32)cc1	0.3	-0.1
Remaining list, next part
SMILES	TcdB GH inh	Mtb BioA inh
CCNC(=O)C[C@H]1CC[C@H]2[C@H](COc3ccc(NC(=O)c4ccc5c(c4)OCO5)cc3C(=O)N2C)O1	-0.3	0.5
C[C@H](CO)N1C[C@H](C)[C@H](CN(C)C)Oc2c(NC(=O)c3ccncc3)cccc2C1=O	-0.8	4.2
C[C@@H]1CN([C@@H](C)CO)C(=O)c2cc(C#CC3(O)CCCC3)cnc2O[C@H]1CN(C)S(=O)(=O)c1ccccc1	1.6	3.4
COc1cccc(CNC(=O)[C@@H]2[C@@H](CO)[C@@H]3Cn4c(ccc(-c5ccncc5)c4=O)[C@@H]3N2C)c1	0.1	-1.0
C[C@@H]1CN([C@H](C)CO)S(=O)(=O)c2ccc(C3=CCCC3)cc2O[C@H]1CN(C)C(=O)c1ccc(F)cc1	-0.1	-0.5
CNC[C@H]1OCCCC[C@@H](C)Oc2ccc(NS(C)(=O)=O)cc2C(=O)N([C@H](C)CO)C[C@H]1C	0.6	-1.3
COc1ccc(S(=O)(=O)N(C)C[C@H]2OCCCC[C@H](C)Oc3ccc(NC(=O)Nc4ccc(F)cc4)cc3C(=O)N([C@@H](C)CO)C[C@H]2C)cc1	0.6	1.7
Cc1noc(C)c1NC(=O)Nc1cccc2c1O[C@H](CN(C)C(=O)NC(C)C)[C@H](C)CN([C@H](C)CO)C2=O	-0.7	1.9
Cc1ccc(S(=O)(=O)N(C)C[C@@H]2Oc3ccc(NS(=O)(=O)c4c(C)noc4C)cc3C(=O)N([C@@H](C)CO)C[C@H]2C)cc1	0.6	0.3
CC(C)NC(=O)Nc1ccc2c(c1)CC(=O)N([C@@H](C)CO)C[C@H](C)[C@H](CN(C)Cc1ccc(Oc3ccccc3)cc1)O2	2.0	0.3
COc1ccccc1-c1cn(CC[C@H]2CC[C@H](NC(=O)c3ccccc3F)[C@H](CO)O2)nn1	0.2	-1.8

Not all compounds are listed. The share of hits here may be higher or lower than overall.
